High-throughput results deposited in PubChem by Southern Research Specialized Biocontainment Screening Center.
VEEV TC-83 Vero: inhibitors of VEEV TC-83 cytopathic effect, confirmation, Vero cells (AID 588727). one-dose inhibition, % at 20 µM; IC50 in µM for titrated hits. 350,000 tested, 0.13% active. Vero cells, VEEV TC-83 cytopathic effect inhibition; higher % means a stronger effect; in the data active = a potency from the dose series; inconclusive = inhibition mostly from about 14% at the one dose, without a potency; inactive = the rest, 99 in 100 with inhibition below about 12%; also: strong numbers were not always called active
PhoP GFP inhibition: PhoP regulon inhibitors, Salmonella typhi PhoP promoter GFP reporter, confirmatory (AID 1850); Salmonella Typhi PhoP-promoter GFP reporter, fluorescence, 4 h; higher % means a stronger effect; inhibition, % at 50 µM; hits with a dose series show IC50 in µM; 310,000 tested, 0.33% active; in the data active = a potency from the dose series; inconclusive = inhibition mostly from about 25% at the one dose, without a potency; inactive = the rest, 99 in 100 with inhibition below about 19%;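 also: 0% = induced wells with vehicle and 100% = uninduced wells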
M. tuberculosis: growth inhibition of non-replicating M. tuberculosis (AID 488890); Mycobacterium tuberculosis non-replicating, growth inhibition; higher % means a stronger effect; inhibition, % at 25 µM, or IC50 in µM where a hit was titrated; 320,000 tested, 0.39% active; in the data active = a potency from the dose series; inconclusive = inhibition mostly from about 82% at the one dose, without a potency; inactive = the rest, 99 in 100 with inhibition below about 76%;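 also: plate controls were DMSO cells for no effect and high antibiotic wells for full effect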
M. tuberculosis HTS: M. tuberculosis growth inhibition, HTS (AID 449762); M. tuberculosis H37Rv growth inhibition, 7H9 media; higher % means a stronger effect; inhibition, % at 25 µM, or IC50 in µM where a hit was titrated; 330,000 tested, 0.59% active; in the data active = a potency from the dose series; inconclusive = inhibition above about 70% without an active follow-up result;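 also: bacterial growth assessed after seven days of incubation; strong numbers were not always called active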
influenza NS1A: NS1A inhibition, H1N1 influenza, cell based functional assay (AID 504329); 340,000 tested, 0.3% active; NS1A functional cell-based assay, percent inhibition; higher % means a stronger effect; inhibition, % at 12.5 µM, or IC50 in µM where a hit was titrated; in the data active = a potency from the dose series; inconclusive = inhibition above about 27% without an active follow-up result; also: strong numbers were not always called active
VEEV TC-83 Vero 10K pilot screen: recorded beside VEEV TC-83 Vero, whose call it bears; inhibition, %; measured here: 10K pilot screen inhibition
An asterisk follows results filed as active; i = inactive; ? = inconclusive; / = no result given; & = joins results of further samples.

SMILES	VEEV TC-83 Vero	PhoP GFP inhibition	M. tuberculosis	M. tuberculosis HTS	influenza NS1A	others
COc1ccc(N2CCN(CC(=O)Nc3nc4c(s3)CC(C)CC4)CC2)cc1 (stereo not drawn)	1.8%	-1%	79%	?	19%
c1ccc2[nH]c(CN3CCOCC3)nc2c1	0.2%	3%	1%	-4%	5%
Cc1nn(Cc2ccccc2)c(C)c1NC(=O)CSc1n[nH]c(C)c1[N+](=O)[O-]	0.3%	-1%	-7%	-1%	-3%
Cn1c(=O)c2sccc2n2c(CCCC(=O)NCCc3ccc(S(N)(=O)=O)cc3)nnc12	2.3%	4%	7%	6%	-3%
O=C(Nc1ccc(Cl)cc1)N1CCOC12CCCCC2	0.1%	-13%	21%	0%	6%
CCn1c(SCC(=O)Nc2nccs2)nnc1-c1ccncc1	0.7%	15%	0%	-5%	7%
Cc1ccc2c(c1)C(c1ccccc1)=NCC(=O)N2C	0.6%	2%	-2%	-3%	-1%
Cc1ccc(CCN2CC(C(=O)NC3CCCCC3)CC2=O)cc1 (stereo not drawn)	i	10%	5%	5%	2%
Cc1ccc(S(=O)(=O)N2CCOCC2)cc1NC(=O)COC(=O)c1ccc(Br)cc1	0.3%	/	-5%	5%	-6%
O=C(Nc1ccc(F)c(F)c1)c1cnc(-c2ccccc2)nc1-c1ccccc1	0.6%	-1%	-9%	-16%	1%
Cc1ccc(CSc2nnc(NC(=O)Cn3cnc4ccccc4c3=O)s2)cc1	i	8%	26%	1%	-5%
CCn1c(=O)c(C(=O)NCCN2CCCCC2)c(O)c2ccccc21	5.3%	-2%	20%	6%	-6%
Cc1nc2sc(C(c3cccs3)N3CCN(c4ccccc4)CC3)c(O)n2n1 (stereo not drawn)	7.3%	4%	4%	1%	-6%
O=C(COC(=O)c1ccc(S(=O)(=O)NCc2ccco2)cc1)Nc1ccc(OC(F)F)cc1	0.6%	7%	-6%	1%	-2%
Cc1nccn1Cc1ccc(Cl)nc1	1.0%	-10%	-9%	-14%	0%
Nc1ccc2oc(-c3ccc4nc[nH]c4c3)nc2c1	6.5%	-8%	19%	0%	7%
Cn1c(=O)c2c(ncn2CC(=O)NC(C)(C)C)n(C)c1=O	0.2%	-8%	-3%	0%	-8%
Cc1ccc2nc3c(cc(C(N)=S)c(=N)n3CCCOC(C)C)c(=O)n2c1	7.5%	7%	-6%	0%	17%
CCOc1ccccc1/C=N/N1CCN(Cc2ccccc2)CC1	2.0%	4%	0%	2%	7%
COC(=O)c1c(C(=O)OC)c(-c2ccccc2)n2c1CS(=O)C2 (stereo not drawn)	0.4%	-6%	1%	-1%	6%
OC1(c2ccccc2F)CCN(Cc2nnnn2Cc2ccc(F)cc2)CC1	0.9%	9%	6%	-9%	7%
CCCCOn1c(C)c(C(=O)OCC)c2c3nonc3ccc21	i	-6%	13%	5%	-4%
COc1cc(C(=O)Oc2cc(C)[nH]c(=O)c2[N+](=O)[O-])cc(OC)c1OC	1.4%	-4%	/	-7%	7%
CCn1c(=NC(=O)CCS(=O)(=O)c2ccccc2)sc2cccc(OC)c21	6.3%	-10%	-5%	-6%	-3%
Cc1cccc(-c2n[nH]c(=S)n2/N=C/c2cccs2)c1	4.5%	-3%	5%	2%	/
(next part)
SMILES	VEEV TC-83 Vero	PhoP GFP inhibition	M. tuberculosis	M. tuberculosis HTS	influenza NS1A	others
Cc1ccc(C(=O)NCCNc2ccc(Cl)cc2[N+](=O)[O-])o1	0.6%	11%	-3%	3%	5%
CCOc1ccc(-c2nnc(NC(=O)Cc3cc(OC)c(OC)c(OC)c3)o2)cc1	1.1%	-14%	2%	6%	-25%
Cc1ccc(S(=O)(=O)N2CCN(S(=O)(=O)c3cccs3)CC2)cc1	4.9%	0%	-7%	9%	-8%
COc1nc(NCCc2ccc(OC)c(OC)c2)nc(NC(C)(C)CO)n1	1.3%	-17%	16%	2%	0%
CC1CCN(Cc2ccc(-c3nn[nH]n3)cc2)CC1	0.5%	-2%	2%	-8%	-15%
Cc1cc2oc(=O)cc(CN3CCOCC3)c2cc1C	1.7%	2%	-4%	-4%	-7%
O=C1OC(Nc2nc3ccccc3s2)c2ccccc21 (stereo not drawn)	i	2%	2%	-5%	3%
CCOc1cc(/C=N/N=C2/NC(=O)C(CC(=O)O)S2)ccc1OS(=O)(=O)c1ccc(C)cc1 (stereo not drawn)	1.1%	/	/	/	-7%
Cc1ccc(S(=O)(=O)N2CCCCC2)cc1NC(=O)COC(=O)Cc1cccc2ccccc12	2.1%	-24%	4%	6%	-7%
O=C(CN1C2CCC1CC(O)(c1cccnc1)C2)Nc1ccc2c(c1)OCO2 (stereo not drawn)	1.4%	-9%	11%	-10%	8%	VEEV TC-83 Vero 10K pilot screen=0.2
CCc1ccc(N2C(=O)C(Cl)=C(N3CCOCC3)C2=O)cc1	1.8%	-19%	68%	?	-3%
CC(=O)Nc1ccc(S(=O)(=O)NCC2CCC(C(=O)NCCCN3CCCC3=O)CC2)cc1 (stereo not drawn)	3.7%	-4%	-9%	-3%	5%
COc1ccc2nc(NC(=O)CSc3nc(C)cc(=O)[nH]3)sc2c1	6.6%	5%	14%	2%	5%
Cc1cc(C)cc(OCC(=O)NNC(=O)c2cc3ccccc3o2)c1	0.4%	-9%	-4%	46%	-7%
Fc1ccc(-n2cc(-c3ccccc3)c3c(N4CCOCC4)ncnc32)cc1	9.5%	-19%	57%	70%	10%
CCCCNC(=O)C1CCCN1S(=O)(=O)c1cccc2nsnc12 (stereo not drawn)	i	5%	-8%	4%	-12%
Cc1ccc(NC(=O)CNC(=O)Cc2cccc3ccccc23)nc1	6.6%	0%	-3%	-15%	5%
CC(C)(C)c1cc(C(=O)NNS(=O)(=O)c2ccccc2)n[nH]1	1.2%	-2%	3%	0%	1%
COc1ccc(C(=O)C2CCCN(Cc3nc4ccccc4nc3C)C2)cc1OC (stereo not drawn)	0.1%	4%	2%	6%	-5%
CSCCC(NC(=O)c1ccco1)C(=O)N1CCC(C(N)=O)CC1 (stereo not drawn)	1.1%	-3%	/	1%	-12%
Cc1nc(=O)c(-c2ccccc2)c(C)n1-c1ccccc1Cl	1.0%	5%	-15%	-2%	/
CCc1nc(CN2CCN(Cc3ccc(F)c(F)c3)C(CCO)C2)c(C)[nH]1 (stereo not drawn)	0.5%	-1%	21%	4%	-3%
N#Cc1c(-c2ccccc2)nc(SCC(=O)Nc2ccccc2)[nH]c1=O	0.5%	-1%	-6%	-9%	-2%
Cc1cccc(NS(=O)(=O)c2cccc(C(=O)N3CC(C)OC(C)C3)c2)c1 (stereo not drawn)	2.0%	5%	-9%	-3%	-3%
O=[N+]([O-])c1ccc(N2CCCC2)nc1	i	10%	36%	-7%	/

By substructure: those above with a nitro group on carbon
SMILES	VEEV TC-83 Vero	PhoP GFP inhibition	M. tuberculosis	M. tuberculosis HTS	influenza NS1A	others
Cc1nn(Cc2ccccc2)c(C)c1NC(=O)CSc1n[nH]c(C)c1[N+](=O)[O-]	0.3%	-1%	-7%	-1%	-3%
COc1cc(C(=O)Oc2cc(C)[nH]c(=O)c2[N+](=O)[O-])cc(OC)c1OC	1.4%	-4%	/	-7%	7%
Cc1ccc(C(=O)NCCNc2ccc(Cl)cc2[N+](=O)[O-])o1	0.6%	11%	-3%	3%	5%
O=[N+]([O-])c1ccc(N2CCCC2)nc1	i	10%	36%	-7%	/

Entries from the list above that contain an NH in an aromatic ring:
SMILES	VEEV TC-83 Vero	PhoP GFP inhibition	M. tuberculosis	M. tuberculosis HTS	influenza NS1A	others
c1ccc2[nH]c(CN3CCOCC3)nc2c1	0.2%	3%	1%	-4%	5%
Cc1nn(Cc2ccccc2)c(C)c1NC(=O)CSc1n[nH]c(C)c1[N+](=O)[O-]	0.3%	-1%	-7%	-1%	-3%
Nc1ccc2oc(-c3ccc4nc[nH]c4c3)nc2c1	6.5%	-8%	19%	0%	7%
COc1cc(C(=O)Oc2cc(C)[nH]c(=O)c2[N+](=O)[O-])cc(OC)c1OC	1.4%	-4%	/	-7%	7%
Cc1cccc(-c2n[nH]c(=S)n2/N=C/c2cccs2)c1	4.5%	-3%	5%	2%	/
CC1CCN(Cc2ccc(-c3nn[nH]n3)cc2)CC1	0.5%	-2%	2%	-8%	-15%
COc1ccc2nc(NC(=O)CSc3nc(C)cc(=O)[nH]3)sc2c1	6.6%	5%	14%	2%	5%
CC(C)(C)c1cc(C(=O)NNS(=O)(=O)c2ccccc2)n[nH]1	1.2%	-2%	3%	0%	1%
CCc1nc(CN2CCN(Cc3ccc(F)c(F)c3)C(CCO)C2)c(C)[nH]1 (stereo not drawn)	0.5%	-1%	21%	4%	-3%
N#Cc1c(-c2ccccc2)nc(SCC(=O)Nc2ccccc2)[nH]c1=O	0.5%	-1%	-6%	-9%	-2%

(more compounds)
SMILES	VEEV TC-83 Vero	PhoP GFP inhibition	M. tuberculosis	M. tuberculosis HTS	influenza NS1A	others
COc1ccccc1C(=O)NCCC(=O)NC1CCC(C)CC1 (stereo not drawn)	0.3%	/	13%	-5%	-11%
O=C(O)c1cc(NC(=S)NC(=O)C(c2ccccc2)c2ccccc2)ccc1Cl	0.9%	3%	9%	-1%	-3%
CCN1CCN(C(=O)CSc2nc3c(c(=O)n(C)c(=O)n3C)n2C)CC1	6.0%	0%	-13%	-6%	-1%
Cc1ccc(NC(=O)C2CCCN(C(=O)c3ccc(Cl)cc3)C2)c(C)c1 (stereo not drawn)	i	13%	4%	0%	-16%
CCN1CCN(Cc2ccc(NC(=O)c3cc(NC(=O)c4cnn(-c5ccccc5)c4N)cc(OC)c3)cc2C(F)(F)F)CC1	0.8%	3%	39%	?	-6%
Cc1c(C)n2c(SCC(=O)NC3CCCCC3)nnc2[nH]c1=O	1.7%	4%	-12%	-9%	-9%
COc1ccc(OCc2nnc(SCC(=O)c3c(N)n(C)c(=O)n(C)c3=O)n2-c2ccccc2F)cc1	/	10%	0%	-3%	/
CCN(C(=O)COC(=O)[C@H](C)N=C1NS(=O)(=O)c2ccccc21)C1CCS(=O)(=O)C1 (stereo partly drawn)	i	/	/	/	-2%
CCOc1cc(N2CCOCC2)c(OCC)cc1NC(=O)c1cc(-c2ccco2)nc2ccccc12	8.5%	-7%&5%	4%	0%	12%
COc1ccc(NS(=O)(=O)c2ccc(OC)c(N(C)S(=O)(=O)c3ccc(Cl)cc3)c2)cc1	8.4%	-18%	66%	8%	4%
Cn1c(N)c(C(=O)COC(=O)c2nc(Cl)ccc2Cl)c(=O)n(C)c1=O	2.9%	22%	-7%	-3%	6%
CCc1ccccc1N(CC(=O)NCc1ccc(OC)cc1)C(=O)CCC(=O)Nc1ccccn1	2.3%	9%	22%	-8%	-3%
COc1ccccc1CN=Cc1[nH]c2ccc(Br)c(Cl)c2c1O	4.8%	4%	5%	4%	3%
Cc1cccc(OCc2nnc(SCC(=O)N(C)C3CCCCC3)o2)c1	1.6%	/	/	/	-7%
O=C(C[C@@H]1C/C=C\C[C@@H](Cc2ccc(F)cc2)C(=O)OC[C@H]2CCCN2C1=O)NCCO	0.3%	/	14%	-4%	-3%
CC(C)n1c(/N=C/c2c[nH]c3ccccc23)nc2ccccc21	0.0%	10%	0%	-9%	12%
O=C(c1ccco1)N1N=C(c2cccs2)CC1c1cc([N+](=O)[O-])ccc1O (stereo not drawn)	0.5%	-4%	18%	-19%	3%
Cc1cc(NC(=O)CSc2nnc(-c3ccc([N+](=O)[O-])cc3)o2)no1	0.5%	-5%	?	?	19%

3 entries from above, sorted by heavy-atom count, smallest number first:
SMILES	VEEV TC-83 Vero	PhoP GFP inhibition	M. tuberculosis	M. tuberculosis HTS	influenza NS1A	others
CC(C)n1c(/N=C/c2c[nH]c3ccccc23)nc2ccccc21	0.0%	10%	0%	-9%	12%
CCN(C(=O)COC(=O)[C@H](C)N=C1NS(=O)(=O)c2ccccc21)C1CCS(=O)(=O)C1 (stereo partly drawn)	i	/	/	/	-2%
COc1ccc(OCc2nnc(SCC(=O)c3c(N)n(C)c(=O)n(C)c3=O)n2-c2ccccc2F)cc1	/	10%	0%	-3%	/

Rows were taken by chance; any-hit rate near 1.5%.
